From PubChem BioAssay
AMPAR-TARP mod – GluA2-stargazin AMPA receptor complex modulation | O88602+P19491 | HEK293 GluA2+stargazin, membrane potential dye (FDSS), glutamate EC50; hits were called plate by plate, in both directions | calls only at 30 µM | hit rate 3.5% among 40,000 | AID 1259245;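 active = any of four per-well response measures lying three or more SD from its plate-wide compound average, in either direction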
Target sequence (O88602 whole entry, looked up): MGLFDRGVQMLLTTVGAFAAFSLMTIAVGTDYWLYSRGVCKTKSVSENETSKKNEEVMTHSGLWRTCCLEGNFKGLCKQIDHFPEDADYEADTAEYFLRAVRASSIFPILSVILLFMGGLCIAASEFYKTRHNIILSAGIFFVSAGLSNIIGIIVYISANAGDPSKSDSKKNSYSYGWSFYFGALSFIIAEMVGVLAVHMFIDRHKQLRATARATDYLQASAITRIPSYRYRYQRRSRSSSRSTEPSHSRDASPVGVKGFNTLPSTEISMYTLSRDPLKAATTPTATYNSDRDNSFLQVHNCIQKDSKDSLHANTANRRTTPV
Target sequence (P19491 whole entry, looked up): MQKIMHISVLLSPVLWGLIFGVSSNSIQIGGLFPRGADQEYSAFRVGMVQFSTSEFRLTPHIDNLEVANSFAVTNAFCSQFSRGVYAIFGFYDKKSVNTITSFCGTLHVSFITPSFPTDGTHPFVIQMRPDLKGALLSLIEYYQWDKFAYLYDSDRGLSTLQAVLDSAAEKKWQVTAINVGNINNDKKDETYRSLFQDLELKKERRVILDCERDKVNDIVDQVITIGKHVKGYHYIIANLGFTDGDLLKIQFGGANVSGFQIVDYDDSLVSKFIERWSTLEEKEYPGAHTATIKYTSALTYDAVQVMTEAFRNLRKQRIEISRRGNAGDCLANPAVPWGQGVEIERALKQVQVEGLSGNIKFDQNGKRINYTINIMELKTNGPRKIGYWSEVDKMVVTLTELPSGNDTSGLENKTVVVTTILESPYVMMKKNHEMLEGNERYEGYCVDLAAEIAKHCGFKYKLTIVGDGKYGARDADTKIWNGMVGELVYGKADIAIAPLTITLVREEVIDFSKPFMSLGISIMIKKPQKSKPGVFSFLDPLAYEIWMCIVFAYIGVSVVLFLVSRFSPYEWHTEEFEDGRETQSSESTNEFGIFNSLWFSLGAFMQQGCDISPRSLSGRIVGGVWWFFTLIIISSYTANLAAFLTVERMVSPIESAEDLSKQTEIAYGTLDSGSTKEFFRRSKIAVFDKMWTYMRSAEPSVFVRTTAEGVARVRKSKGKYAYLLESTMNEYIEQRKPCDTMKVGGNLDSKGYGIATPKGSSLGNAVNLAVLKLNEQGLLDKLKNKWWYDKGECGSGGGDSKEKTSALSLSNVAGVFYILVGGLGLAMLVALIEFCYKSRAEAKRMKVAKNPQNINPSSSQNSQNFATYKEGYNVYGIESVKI
AMPAR-TARP mod agonism max-min – second read-out of AMPAR-TARP mod, no call of its own (marks repeat the call); compound max-min signal; compound-alone response (agonism);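 unitless range of fluorescence divided by baseline over first 100 seconds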
AMPAR-TARP mod glutamate slope – further read-out of AMPAR-TARP mod, marked with its call; glutamate slope, % of max; measured here: glutamate response slope, % max;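 scaled per plate between vehicle wells and maximal 1 mM glutamate control wells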
The depositor's hits bear a star; i = inactive; + = active, no number. Some of the compounds tested, so the mix of outcomes need not match the whole.

Sample of the layout (three entries):
SMILES	AMPAR-TARP mod	AMPAR-TARP mod agonism max-min	AMPAR-TARP mod glutamate slope
COc1ccc(NC(=O)CSc2nnc(-c3cccc(C)c3)n2N)cc1OC	i	0.056	49
O=C(CN(Cc1ccc(Cl)cc1)S(=O)(=O)c1cccnc1)Nc1ccc2c(c1)OCCCO2	i	0.13	63
CCOc1ccc(-c2cn(-c3ccc(F)cc3)c(=S)[nH]2)cc1	i	0.17	61

Results, previewed entries included:
SMILES	AMPAR-TARP mod	AMPAR-TARP mod agonism max-min	AMPAR-TARP mod glutamate slope
COc1ccc(NC(=O)CSc2nnc(-c3cccc(C)c3)n2N)cc1OC	i	0.056	49
O=C(CN(Cc1ccc(Cl)cc1)S(=O)(=O)c1cccnc1)Nc1ccc2c(c1)OCCCO2	i	0.13	63
CCOc1ccc(-c2cn(-c3ccc(F)cc3)c(=S)[nH]2)cc1	i	0.17	61
Cc1cc(NC(=O)C(C)Cn2cncn2)no1 (centres undefined)	i	0.07	53
O=c1oc2c(F)cc(F)cc2cc1S(=O)(=O)c1ccc(Br)cc1	i	0.096	62
CCOC(=O)c1ccc(NS(=O)(=O)N2CCOCC2)cc1	i	0.1	47
CN(C)S(=O)(=O)c1ccc(C(=O)Nc2c3c(nn2CC(=O)NCC2CCCO2)CSC3)cc1 (centres undefined)	i	0.12	66
CCCc1[nH]nc2c1C(c1ccc(OCC)c(OCC)c1)C(C#N)=C(N)O2 (centres undefined)	i	0.08	55
COc1cccc(CNC(=O)Cn2c(C)cc(C)c(-c3nc(-c4ccc(C)cc4)no3)c2=O)c1	i	0.078	53
CC(O)(CNC(=O)Nc1ccccc1)C1CC1 (centres undefined)	i	0.1	69
COC(=O)c1ccc(NC(=O)c2n[nH]c3ccccc23)cc1	i	0.16	66
CSc1cccc(NC(=O)NCCNc2cc(-n3cccn3)ncn2)c1	i	0.13	61
CCc1ccc(-c2noc(CN3C(=O)COc4cc(Cl)ccc43)n2)cc1	i	0.11	57
COc1ccc(OC)c(NC(=O)N2CCN(c3ccc(Nc4ccncc4)nn3)CC2)c1	i	0.17	46
COC(=O)c1ccc(C(=O)OC)c(NC(=O)Cc2cc(=O)oc3cc(C)ccc23)c1	i	0.09	59
CC(C)(C)CC(=O)Nc1ccc(-n2nnn(CC(N)=O)c2=O)cc1	i	0.13	73
O=C(NCC1CCN(C(=O)/C=C/c2ccco2)CC1)c1cc(-c2ccco2)on1	i	0.038	32
COc1ccccc1CNC(=O)c1snc(C(=O)N2CCCC2)c1N	i	0.063	52
CCOC(=O)c1c(SCC(=O)NCCc2ccc(OC)c(OC)c2)nc(=O)[nH]c1C	i	0.046	70
Cc1cc(C)c2sc(N3CCN(C(=O)C4CCCCC4)CC3)nc2c1	i	0.054	57
CCCC(=O)N1CCN(c2ncnc3c2nnn3-c2ccccc2)CC1	i	0.089	52
CCOc1ccccc1NC(=O)Cc1c(C)nn(C2CCS(=O)(=O)C2)c1C (centres undefined)	i	0.15	44
CS(=O)(=O)N1CCCc2cc(NC(=O)c3cc([N+](=O)[O-])ccc3Cl)ccc21	i	0.14	52
O=C(CSc1ccc(NC(=O)c2cccs2)nn1)OCc1ccccc1	i	0.088	42
CSc1cccc2sc(NC(=O)NC3CCCC3)nc12	i	0.086	63

Next section
SMILES	AMPAR-TARP mod	AMPAR-TARP mod agonism max-min	AMPAR-TARP mod glutamate slope
CC(C)(C)n1nc2c(c1-n1cccc1)CN(C(=O)COc1ccccc1F)C2	i	0.052	63
COc1ccc(OC)c(/C=C2\Oc3cc(OCC(N)=O)ccc3C2=O)c1	i	0.15	70
CC(O)CNC(=O)C(=O)NCc1ccc2c(c1)OCO2 (centres undefined)	i	0.067	72
COc1ccc(-c2noc(-c3cc(-c4ccccc4)n[nH]3)n2)cc1	i	0.12	48
Cc1nccn1CCNC(=O)C(=O)Nc1ccc(Cl)cn1	i	0.14	47
O=C(/C=C/c1ccsc1)NCC(O)Cc1ccccc1 (centres undefined)	i	0.1	79
CCn1c(=O)c2c(nc(NC3CCCCC3)n2C)n(C)c1=O	i	0.11	45
Cn1c(=O)c2c(nc(NCCCN3CCOCC3)n2CC(O)COc2ccccc2)n(C)c1=O (centres undefined)	i	0.18	53
COCCNC(=O)Cc1ccc(NC(=O)c2c(F)cccc2Cl)cc1	i	0.091	48
O=S(=O)(N1CCCCCC1)N1CCN(c2ccccc2F)CC1	i	0.055	78
CCc1ccc(NC(=O)CCCOc2ccc(OC)cc2)cc1	i	0.084	80
CCSc1nc2c(c(=O)[nH]1)C(c1cccc(F)c1)C1=C(CC(C)(C)CC1=O)N2 (centres undefined)	i	0.026	51
O=C(c1ccccc1F)N1CCN(c2ncnc3c2nnn3-c2ccc(Cl)cc2)CC1	i	0.1	52
COc1ccc(S(=O)(=O)CC(=O)Nc2nc3c(cc4c5c(cccc53)CC4)s2)cc1	i	0.032	45
O=C(Nc1cccc(OC(F)F)c1)C1CN(C(=O)c2cnccn2)C1	i	0.07	56
CN(C1CC1)S(=O)(=O)c1ccc(C(=O)Nc2nnc(-c3ccc(Br)s3)o2)cc1	i	0.15	45
COc1ccc(N2CCN(S(=O)(=O)CCCNC(=O)c3cccc(F)c3)CC2)cc1	i	0.074	48
COc1ccc(N2C(=NC(=O)c3ccccc3)SC3CS(=O)(=O)CC32)cc1 (centres undefined)	i	0.037	32
O=c1[nH]c(=S)[nH]c2sc3c(c12)CCCCC3	i	0.051	54
Cc1cc(NC(=O)CSc2nc(=O)n(CCCO)c3c2CCC3)no1	i	0.089	51
O=C(Nc1cccc(N2CCCC2=O)c1)c1ccc(Br)cc1	i	0.11	46
COc1ccc(Nc2cc(C)nc(NCCNS(=O)(=O)c3cccnc3)n2)cc1	i	0.16	64
COC(=O)NCC1CCN(C(=O)c2cc3ccccc3o2)CC1	i	0.041	22
CCN(CC)C(=O)C1C(=O)N(CCO)C2(C)CC1c1ccccc1O2 (centres undefined)	i	0.04	27
COc1ccc(CC(=O)Nc2ccc3c(c2)N(C(=O)C(C)(C)C)CC3)cc1	i	0.039	34

More results.
SMILES	AMPAR-TARP mod	AMPAR-TARP mod agonism max-min	AMPAR-TARP mod glutamate slope
COc1ccc(SCCC(=O)Nc2sc3c(c2C#N)CCC3)cc1	i	0.086	57
COc1ccc(Cl)cc1C(=O)NCC1CCN(C2CCCC2)CC1	i	0.047	48
CSc1cccc(C(=O)Nc2c3c(nn2C)CCC3)c1	i	0.07	52
O=C(NCC1CCN(Cc2ccccc2)CC1)c1cccc(Cl)c1	i	0.12	51
CCNC(=O)C1CCN(c2cc(SCC(=O)Nc3cc(Cl)ccc3OC)ncn2)CC1	i	0.1	43
O=S(=O)(c1cccc(C(F)(F)F)c1)N1CCN(c2ccc(-c3ccccc3)nn2)CC1	i	0.024	38
COc1ccc(CC(=O)Nc2ccc(N3CCCC3=O)c(OC)c2)cc1	i	0.086	50
COc1ccc(-c2noc(CSc3nc(-c4ccc(F)cc4)cc(=O)[nH]3)n2)cc1OC	i	0.087	57
COc1cn(CC(=O)NCc2ccc3c(c2)OCO3)c(CSc2ccccc2)cc1=O	i	0.088	68
COc1ccccc1C(=O)NC1CC(=O)N(c2ccccc2)C1 (centres undefined)	i	0.067	58
COc1ccc(N2CCN(C(=O)c3cccc(OC)c3OC)CC2)nn1	i	0.053	20
Cc1ccc(Nc2ccc(NC(=O)c3c(F)cccc3Cl)cc2)nn1	i	0.12	60
NS(=O)(=O)c1ccc(CCNC(=O)C(=O)NC2CCCC2)cc1	i	0.11	75
CCOCCn1c(=O)c2c(nc(-n3nc(C)cc3C)n2Cc2cccc(C)c2)n(C)c1=O	i	0.036	52
COc1ccc(S(=O)(=O)N2CCCCC2)cc1C(=O)Nc1ccc(S(C)(=O)=O)cc1	i	0.12	62
CCOC(=O)C1CCN(S(=O)(=O)CCNC(=O)c2cccc(OC)c2)CC1	i	0.11	67
CC1CN(C(=O)/C=C\c2ccccc2)c2ccccc2NC1=O (centres undefined)	i	0.1	52
CC(=O)N1CCc2c(sc3nc(SCc4ccc([N+](=O)[O-])cc4)n(Cc4ccco4)c(=O)c23)C1	i	0.082	71
O=C(Nc1ccc(SCCN2CCCCC2)nn1)C1CC1	i	0.097	54
Cc1ccccc1C(=O)N1CCC2(CC1)NC(=O)N(CCOc1ccccc1)C2=O	i	0.066	31
Cc1ccc(S(=O)(=O)N2CCCCC2CC(=O)NC2CCCCC2)cc1 (centres undefined)	i	0.031	66
COc1ccc(S(=O)(=O)NCCC(N)=O)cc1N(C)S(C)(=O)=O	i	0.058	47
CCOC(=O)c1cccc(NC(=O)Cn2nc(SC)c(S(=O)(=O)c3ccc(C)cc3)c2N)c1	i	0.12	38
COc1ccccc1CNC(=O)Cc1csc(NC(=O)c2ccc(=O)[nH]c2)n1	i	0.063	38
Cc1nc2ccccc2c(=O)n1-c1ccc(F)c(NC(=O)COc2ccccc2)c1	i	0.082	65

No new results follow: 7 of the compounds above.
SMILES	AMPAR-TARP mod	AMPAR-TARP mod agonism max-min	AMPAR-TARP mod glutamate slope
COc1ccc(S(=O)(=O)N2CCCCC2)cc1C(=O)Nc1ccc(S(C)(=O)=O)cc1	i	0.12	62
CCOC(=O)C1CCN(S(=O)(=O)CCNC(=O)c2cccc(OC)c2)CC1	i	0.11	67
CC1CN(C(=O)/C=C\c2ccccc2)c2ccccc2NC1=O (centres undefined)	i	0.1	52
CC(=O)N1CCc2c(sc3nc(SCc4ccc([N+](=O)[O-])cc4)n(Cc4ccco4)c(=O)c23)C1	i	0.082	71
O=C(Nc1ccc(SCCN2CCCCC2)nn1)C1CC1	i	0.097	54
Cc1ccccc1C(=O)N1CCC2(CC1)NC(=O)N(CCOc1ccccc1)C2=O	i	0.066	31
Cc1ccc(S(=O)(=O)N2CCCCC2CC(=O)NC2CCCCC2)cc1 (centres undefined)	i	0.031	66

The results go on.
SMILES	AMPAR-TARP mod	AMPAR-TARP mod agonism max-min	AMPAR-TARP mod glutamate slope
N#Cc1ccc(COCC2CCN(C(=O)c3ccc4ncsc4c3)CC2)cc1	i	0.09	53
O=C1NC(=O)C2(CCN(C(=O)c3cccs3)CC2)N1	i	0.051	33
CC(C)n1c(C2CCCN2)nc2ccccc21 (centres undefined)	i	0.022	33
CN1CCN(c2ccc(-c3ccc(NC(=O)NC4CCCCC4)cc3)nn2)CC1	i	0.041	71
Cn1nc(C2CCCN(C(=O)Cn3c(=O)oc4ccccc43)C2)n(-c2ccccc2)c1=O (centres undefined)	i	0.088	58
COc1ccc(S(=O)(=O)N2CCC(C(=O)Nc3nnc(-c4ccc(C)c(C)c4)o3)CC2)cc1	i	0.076	52
COc1nn(C)cc1-c1nnc(SC/C=C/c2ccccc2)n1C	i	0.035	58
Cc1ccc(C)c(S(=O)(=O)N2CCCN(CCn3nc(C)cc3C)CC2)c1	i	0.078	61
CCCCC(=O)N1CCC2(CC1)NC(=O)N(Cc1ccc(F)cc1)C2=O	i	0.052	35
CCOC(=O)c1sc(NC(=O)C(C)(C)C)cc1C	i	0.065	45
Cc1ccc(C)c(NC(=O)CSc2ncnc3c2[nH]c2ccc(F)cc23)c1	i	0.13	51
O=C(CCCCn1c(=O)[nH]c2ccccc2c1=O)N1CCN(c2cccc(Cl)c2)CC1	i	0.076	54
COc1ccc2c(=O)c(Oc3ccc(C(=O)NCc4ccncc4)cc3)coc2c1	i	0.1	58
CC(C)Sc1ccc(CC(=O)NCC2CCN(C(=O)c3ccccc3F)CC2)cc1	i	0.099	82
O=C(NCCC1=CCCCC1)C(=O)NCC1CCN(Cc2ccco2)CC1	i	0.071	52
COc1cc(C(=O)Nc2ccc(-n3c(C)nc4ccccc4c3=O)cc2)cc(OC)c1OC	i	0.069	14
Cc1ccc(NC(=O)c2cccc(N3C(=O)CCC3=O)c2)nc1	i	0.045	54
CN(C)S(=O)(=O)c1ccc(C(=O)NCCC2=CCCCC2)o1	i	0.098	74
CCC(=O)Nc1ccc(SCC(=O)Nc2cc(Cl)ccc2OC)nn1	i	0.099	45
COc1cccc2sc(N(CC3CCCO3)C(=O)C3CCCC3)nc12 (centres undefined)	i	0.13	51
CS(=O)(=O)Oc1ccc2c(c1)O/C(=C\c1c(F)cccc1Cl)C2=O	i	0.098	54
CC(C)NS(=O)(=O)c1ccc(C(C)(C)C)cc1	i	0.031	50
COc1cc(S(=O)(=O)NCCNc2cc(-n3cccn3)ncn2)c(C)cc1C	i	0.089	62
CC(=O)c1ccc(NC(=O)C2CC3CCCC(C2)C3=O)cc1 (centres undefined)	i	0.047	50
Cc1ccc2oc(C(=O)Nc3ccc(S(N)(=O)=O)cc3)c(C)c2c1	i	0.075	57

More compounds follow:
SMILES	AMPAR-TARP mod	AMPAR-TARP mod agonism max-min	AMPAR-TARP mod glutamate slope
CCOc1ccccc1OCC(=O)Oc1ccc(C)c(C)c1	i	0.044	53
CCOc1ccc(-c2ccc(=O)n(CC(=O)NCc3cccc(OC)c3)n2)cc1	i	0.025	48
CC(O)(CNC(=O)CSc1ccc(F)cc1)c1ccc2c(c1)OCO2 (centres undefined)	i	0.11	50
CCOC(=O)C1=C(C)NC(=O)NC1c1ccc(N(C)C)cc1 (centres undefined)	i	0.13	58
COc1ccc2c(c1OC)C(=O)OC2Nc1ccc(C(=O)O)c(O)c1 (centres undefined)	i	0.071	53
COc1cccc(CC(=O)NCC#CCN2CCc3ccccc3C2)c1	i	0.052	46
CC(C)N1CCc2c(sc(NC(=O)c3ccc(Cl)s3)c2-c2nc3ccccc3s2)C1	+	0.23*	68*
CCOc1ccc(OCC)c(S(=O)(=O)NCCOc2ccc3nnc(C)n3n2)c1	i	0.072	32
CCNc1nc2c(c(=O)[nH]c(=O)n2C)n1CC(=O)c1ccccc1	i	0.058	50
